Bioassay records from PubChem.
HTRA1 inhibitor: blocks human HTRA1 serine peptidase; recombinant HTRA1, FP-rhodamine activity-based probe, fluorescence polarization; actives 0.5% (n = 340,000); inhibition, % at 5.96 µM; Q92743; in the data active means inhibition above about 36%;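 further: 0% = enzyme with DMSO and 100% = wells lacking enzyme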
Target sequence (Q92743 whole entry, looked up): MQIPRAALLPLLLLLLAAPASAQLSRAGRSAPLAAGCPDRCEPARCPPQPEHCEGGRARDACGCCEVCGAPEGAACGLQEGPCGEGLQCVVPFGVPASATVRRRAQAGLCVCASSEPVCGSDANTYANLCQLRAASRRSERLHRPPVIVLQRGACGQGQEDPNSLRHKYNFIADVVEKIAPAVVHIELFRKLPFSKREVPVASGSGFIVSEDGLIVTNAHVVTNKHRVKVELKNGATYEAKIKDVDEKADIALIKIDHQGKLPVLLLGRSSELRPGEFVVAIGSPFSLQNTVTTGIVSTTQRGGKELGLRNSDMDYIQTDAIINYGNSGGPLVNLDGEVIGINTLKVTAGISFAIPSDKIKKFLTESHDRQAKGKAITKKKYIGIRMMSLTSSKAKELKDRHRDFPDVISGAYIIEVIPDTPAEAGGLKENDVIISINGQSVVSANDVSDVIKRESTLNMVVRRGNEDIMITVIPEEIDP
* = called active by the depositor. Only part of the results is shown, so the mix of outcomes need not match the whole.

The first three entries, to show the layout:
HTRA1 inhibitor	Structure
-4	CC(C)(C)c1cc(CCC(=O)NCc2ccncc2)cc(C(C)(C)C)c1O
1	COc1cccc(NC(=O)c2cnsn2)c1
-4	CCOC(=O)CSc1nnc(CNC(=O)Cc2ccccc2)n1-c1ccccc1OC

Main list (from the top)
HTRA1 inhibitor	Structure
-4	CC(C)(C)c1cc(CCC(=O)NCc2ccncc2)cc(C(C)(C)C)c1O
1	COc1cccc(NC(=O)c2cnsn2)c1
-4	CCOC(=O)CSc1nnc(CNC(=O)Cc2ccccc2)n1-c1ccccc1OC
-1	COC1=CC(=O)c2ccccc2C1=O
-3	Cn1c(Cn2c(C(F)(F)F)nc3ccccc32)nc2ccccc21
3	COc1cc(C(=O)NC(c2ccccc2)c2ccccc2)cc(OC)c1C
-11	COc1ccc(-n2c(SCC#N)nnc2-c2ccc(NS(=O)(=O)c3ccc(C)cc3)cc2)cc1
-33	CCOC(=O)/C(=C\c1ccc(OC(F)F)cc1)C1=Nn2c(nnc2-c2ccc(Cl)cc2)SC1
-3	CC(=O)Nc1ccc(S(=O)(=O)Nc2cc(C)ccn2)cc1
5	CC1(c2ccc3ccccc3c2)NC(=O)N(CC(=O)N2CCN(Cc3ccccc3)CC2)C1=O (stereo not drawn)
-13	CCn1c(N2CCN(C(=O)C34CC5CC(CC(C5)C3)C4)CC2)nc2ccccc21
-24	COc1ccc(-c2csc3ncnc(N4CCN(c5ccccc5[N+](=O)[O-])CC4)c23)cc1
2	c1ccc2c(c1)OC1OC2Oc2ccccc21
11	Nn1cnnc1SCC(=O)Nc1ccc2c(c1)OCO2
33	COc1cc(CNc2ccc(O)cc2)cc(Br)c1OCc1ccccc1F
7	COc1cccc(F)c1C(=O)NC(=O)Nc1ccc2nc(C)oc2c1
4	Cn1nnc2c(sc3nc(N4CCOCC4)c4c(c32)CCCC4)c1=O
4	CCOc1ccc(C(=O)NCc2ccccn2)cc1
-67	CC[n+]1c(/C=C/N(C)c2ccccc2)n(-c2ccccc2)c2ccc(-c3nc4ccccc4s3)cc21
4	Cc1ccc(C(=O)Nc2cc3c(cc2N2CCCCC2)n(C)c(=O)n3C)cc1
-23	Cc1ccc(Nc2nc(N)nc(-c3oc4ccccc4c3C)n2)cc1
-4	CCOC(=O)c1c(CN2CCCCC2)n(C)c2cc(Br)c(O)c(CN(C)C)c12
-99	O=C1CSC(=S)N1/N=C/c1cc(Br)c(O)c(Br)c1
2	CCCNC(=O)c1cc(S(=O)(=O)N2CCCCC2)c[nH]1
-10	CCCCCn1c(=O)[nH]c2cc(C(=O)NCCN3CCCCC3C)ccc2c1=O (stereo not drawn)

Later entries
HTRA1 inhibitor	Structure
-8	CCOC(=O)COc1ccc(S(=O)(=O)N2CCN(c3ccccc3)CC2)cc1
6	COc1ccc(S(=O)(=O)Cc2ccc(C(=O)N3CCN(c4ccccn4)CC3)o2)cc1
-12	COc1ccc(NC(=O)CSc2nc3c(sc4ccccc43)c(=O)n2CCCN2CCCC2)cc1
6	COc1ccc(CN/C=C2\CCCCC2=O)cc1
-2	Cc1ccc(NC(=O)c2ocnc2C)cc1Cl
-2	CC(NC(=O)OC(C)(C)C)C(=O)Oc1cc2oc(=O)cc(-c3ccccc3)c2cc1Cl (stereo not drawn)
-14	COc1cccc(C(c2sc3nc(C)nn3c2O)N2CCN(c3ccccc3F)CC2)c1 (stereo not drawn)
1	Cc1cccc(NS(=O)(=O)c2ccc(C)c(C(N)=O)c2)c1
2	CC1CCCN(S(=O)(=O)c2ccc3c(c2)C(C)(C)C(=O)N3C)C1 (stereo not drawn)
-16	COc1cccc(/C=C2\SC(=S)N(CCCC(=O)Nc3cccc(C(=O)O)c3)C2=O)c1
-26	CC(C)(C)OC(=O)NCCCCCNC(=O)c1[nH]cnc1C(=O)N[C@@H](CCCCNC(=O)OC(C)(C)C)C(=O)OC(C)(C)C
-4	COc1ccc(/C=N/Nc2nnc(-c3ncc[nH]3)c3ccccc23)cc1
-1	CCC(C)n1nnc2c(=O)oc3ccccc3c21 (stereo not drawn)
2	Cc1cc(C(=O)NC(C)c2ccncc2)no1 (stereo not drawn)
1	N#Cc1cc2c(nc1SC1CC(=O)N(c3ccccc3)C1=O)CCC2 (stereo not drawn)
-4	CC(=O)O[C@H]1C2OC(=O)C(C)=C2[C@@H]2OC(=O)[C@]3(CCC4OC41C)OC23 (stereo partly drawn)
-5	CS(=O)(=O)N(CC(=O)N1CCN(c2ccccc2F)CC1)c1cc(C(F)(F)F)ccc1Cl
4	O=C(Nc1cccc2cccnc12)c1ccc(Br)cc1Br
-2	CCn1cc(C(=O)OCC(=O)Nc2c(C)n(C)n(-c3ccccc3)c2=O)c(=O)c2ccc(C)nc21
-15	COc1ccc(OCCn2c(C)c(/C=N/n3cnnc3)c3ccccc32)cc1
0	COc1ccc(Cc2nnc(NS(C)(=O)=O)s2)cc1
-27	COc1ccc(-c2cccc(NC(=O)COc3ccc(Cl)cc3)c2)nn1
-68	COc1ccccc1C1c2ccc3ccccc3c2Oc2ncn(CCCO)c(=N)c21 (stereo not drawn)
-5	O=[N+]([O-])CC1(n2nc3ccccc3n2)CCCCC1
-1	CC1CCN(S(=O)(=O)N2CCC(C(=O)NCc3cccs3)CC2)CC1

Not a retest: an excerpt of the list.
HTRA1 inhibitor	Structure
-4	CC(C)(C)c1cc(CCC(=O)NCc2ccncc2)cc(C(C)(C)C)c1O
1	COc1cccc(NC(=O)c2cnsn2)c1
-4	CCOC(=O)CSc1nnc(CNC(=O)Cc2ccccc2)n1-c1ccccc1OC
-1	COC1=CC(=O)c2ccccc2C1=O

Further structures:
HTRA1 inhibitor	Structure
-17	CCNc1nc(N)nc(-c2cc(Cl)ccc2O)n1
-11	CC(C)=CCC/C(C)=C/CNC(=O)C[C@H]1C[C@H](C(=O)N2CCCCC2)[C@@]2(CCc3ccccc3)c3[nH]c4cc(-c5ccco5)ccc4c3CCN2C1=O
-4	COc1ccc(NC(=O)C2CC2)cc1OC1CCCC1
-10	COc1cccc(C(=O)Nc2ccc3c(cc2=O)[C@@H](NC(C)=O)CCc2cc(OC)c(OC)c(OC)c2-3)c1
59*	CCCCn1c(SCC(=O)c2ccc(O)c(O)c2)nc2ccsc2c1=O
1	CCOC(=O)N1CCN(C(=O)c2ccc(S(=O)(=O)Nc3cccc(C(F)(F)F)c3)cc2)CC1
3	O=C(Nc1ccc(F)cc1)C(=O)c1c(O)[nH]c2ccc([N+](=O)[O-])cc12
-2	O=C(NCc1ccccc1)C(=O)NCC(c1ccco1)N1CCOCC1 (stereo not drawn)
3	CCN1C(=NCC2CC2)N[C@@H](c2cccc(C(F)(F)F)c2)C(C(=O)OC)=C1C
-35	CCCCNc1c(-c2ccc(-c3ccc(C(C)=O)cc3)c(OC)c2)nc2cnccn12
-1	COc1cc(N/C=C(\C(C)=O)c2ccccc2)cc(OC)c1
0	c1ccc(C[C@H]2CN=C(Nc3ccccc3)N2CCCC2CCCC2)cc1
12	Cc1cc(S(=O)(=O)NC2CCCCC2)ccc1OCC(=O)N1CCOCC1
6	O=c1c(Cl)nc2cc(Cl)ccc2n1CCNc1ncc(C(F)(F)F)cc1Cl
-10	O=C(Nc1ccc2c(c1)OCO2)C1CCCN(c2nc3ccccc3s2)C1 (stereo not drawn)
4	Cc1ccccc1C(=O)N1CCC(n2nccc2NC(=O)C2CC2)CC1
3	CCOc1ccccc1CNc1ccc(N2CCOCC2)c(C(=O)O)c1
-13	COc1cc(-c2c(C#N)c(N)nc(SCc3ccncc3)c2C#N)cc(OC)c1OC
-39	Cc1cccc2cc3c(nc12)SC(=NCC1CCCO1)N(Cc1ccco1)C3 (stereo not drawn)
-5	C1=CC2CC1CC2CN1CCN(c2ccccc2)CC1 (stereo not drawn)
1	Cc1nn(C)c(C(=O)Nc2ccc(Br)cc2F)c1Br
1	COc1ccc(N2CCN(C(=O)CCN3C(=O)c4ccccc4S3(=O)=O)CC2)cc1
-1	COc1ccccc1N1CCN(C(=O)c2ccc3c(=O)n(Cc4ccc5c(c4)OCO5)c(=O)[nH]c3c2)CC1
-1	CC(=O)Nc1c(C(=O)C2CC2)oc2ccccc12
0	O=C(NCCc1ccccc1)C1CCN(c2nc3ccccc3o2)CC1

The results go on:
HTRA1 inhibitor	Structure
-24	CCOc1cc(/C=C2/C(=N)N3C(=NC2=O)SN=C3S(C)(=O)=O)ccc1OS(=O)(=O)c1ccccc1
4	COC(=O)Cc1cc(=O)n2[nH]c(C(F)(F)F)nc2n1
4	CC[C@@H](C)[C@@H]1CN([C@@H](CN2CCC[C@H]2CN2C(N)=NC[C@H]2C(C)C)C(C)C)C(=N)N1CCc1ccc(Cl)c(Cl)c1
-7	COc1ccc(NC(=O)c2sc3nc(N4CCOCC4)c4c(c3c2N)CCCC4)cc1
2	COc1ccc(-c2nnc(NC(=O)c3ccc(S(=O)(=O)N4CCc5ccccc5C4)cc3)o2)cc1
-5	COc1cccc(/C=C2/Oc3ccccc3N(CC(=O)NCC3CCCO3)C2=O)c1 (stereo not drawn)
-1	O=S(=O)(NCc1ccco1)c1ccc(S(=O)(=O)N2CCCCC2)cc1
-7	CCCCCNC(=O)C(C#N)c1nc2ccccc2nc1N1CCCC1 (stereo not drawn)
-41	O=C(c1ccco1)N(CCC(c1ccccc1)c1ccco1)Cc1ccc(F)cc1 (stereo not drawn)
-47	O=C(N/N=C/c1cn(-c2ccccc2)nc1-c1cccs1)c1ccccc1F
-19	Cc1ccc(S(=O)(=O)Nc2ccc3nc(C)sc3c2)cc1
-78	c1ccc(CNc2nc(NCc3ccccc3)c3ccccc3n2)cc1
54*	O=[N+]([O-])c1cc(CN2CCCC2)c2cccnc2c1O
-5	Cc1cc(C)n2nc(CC(=O)NC3CCCCCCC3)nc2n1
5	COc1ccc(NC(C)=O)cc1NC(=O)CN1CCN(c2ccccn2)CC1
-10	Cc1cccc(C(=O)O/N=C(\N)c2cccc([N+](=O)[O-])c2)c1
1	CCOC(=O)c1[nH]c(C)c(C(=O)Nc2ccc(C)cc2C)c1C
3	CCc1ccccc1NC(=O)CCOc1ccccc1
-3	CCc1nnc(NC(=O)CSc2nnc3ncccn23)s1
5	CCOCCCNC(=O)CN1C(=O)COc2ccc(S(=O)(=O)N3CCC(C)CC3)cc21
-4	Cc1cc(C)nc(N2CCCC(C(=O)NCCc3cccc(F)c3)C2)n1 (stereo not drawn)
11	CCOC(=O)[C@H]1[C@H]2COc3ccc(Cl)cc3[C@@H]2N2C(=O)[C@H](C)NC(=O)[C@@]12C
-5	O=[N+]([O-])c1ccc(CN2CCOCCOCCN(Cc3ccc([N+](=O)[O-])cc3)CCOCC2)cc1
-2	Cc1cccc(NC(=S)N/N=C/c2cccc([N+](=O)[O-])c2)c1
-1	COC(=O)c1ccc(/C=N/NC(=O)c2cccc(F)c2)cc1

3 compounds already listed, arranged by the value under HTRA1 inhibitor, low to high.
structure | HTRA1 inhibitor
COc1cccc(/C=C2/Oc3ccccc3N(CC(=O)NCC3CCCO3)C2=O)c1 (stereo not drawn) | -5
CCc1ccccc1NC(=O)CCOc1ccccc1 | 3
CC[C@@H](C)[C@@H]1CN([C@@H](CN2CCC[C@H]2CN2C(N)=NC[C@H]2C(C)C)C(C)C)C(=N)N1CCc1ccc(Cl)c(Cl)c1 | 4

Following part:
HTRA1 inhibitor	Structure
3	CN(C)S(=O)(=O)Nc1ccc2c(c1)OCO2
1	O=C(CCC(=O)NNC(=O)Nc1ccc(Cl)cc1)NCc1ccccc1
-3	CCOC(=O)c1c(C)n(C)c2ccc(O)c(CN3CCC(C)CC3)c12
5	O=C(NC1CCCCC1)N1CCC(c2nc(-c3ccc(S(=O)(=O)N4CCCC4)cc3)no2)CC1
2	O=[N+]([O-])/C=C\c1ccc(N2CCCC2)c(F)c1
-5	Cc1ccc(CSc2nnc(-c3cccnc3)o2)cc1
0	O=C(CCCc1ccccc1)NCc1ccccn1
-6	O=C(NCCC(c1ccccc1)c1ccco1)c1cccs1 (stereo not drawn)
-1	COc1ccc(Cc2c3cc(OC)c(OC)cc3cc[n+]2C)cc1OC
4	COc1ccc(NC(=O)CN(C)C(=O)c2cc3c(s2)CCC3)cc1
-11	O=C(Nc1ccc2nsnc2c1)c1ccc2c(c1)OCO2
-5	Cc1cc(C)c(C)c(S(=O)(=O)N2CCN(C(=O)C3CSC4(C)CCC(=O)N34)CC2)c1C (stereo not drawn)
1	CS(=O)(=O)N1CCN(C(=O)c2cc3ccccc3oc2=O)CC1
-2	CCc1nnc(NC(=O)CSc2nc3c(c(=O)n2-c2ccccc2OC)SCC3)s1
38*	C=CCOc1ccc(C2OC34CCCCC3C(C#N)(C#N)C2(C#N)C(=N)O4)cc1 (stereo not drawn)
6	CCN(CC)c1ccc2c(c1)oc(=O)c1c(Cl)cc(=O)oc12
-3	N#CNc1nc(O)cc(=O)[nH]1
3	Cn1c(=O)c2[nH]c(COc3ccc(C(C)(C)C)cc3)nc2n(C)c1=O
-3	COc1cc(N2CCC(O)CC2)ccc1Nc1nnc(Cl)c(Nc2ccccc2S(C)(=O)=O)n1
4	N#Cc1nnn(-c2ccc(Cl)cc2)c1N
9	Cc1cc(C)nc(N2CCC(C(=O)NCC3CCCCC3)CC2)n1
22	O=C(O)c1ccccc1-c1ccc(/C=c2\sc3nc4cc(Br)cnc4n3c2=O)o1
9	CCCCOc1ccc(C(=O)N(Cc2ccco2)C2CCS(=O)(=O)C2)cc1 (stereo not drawn)
2	Cc1nn(-c2ccccn2)c2c1C(=O)C(Br)CC2 (stereo not drawn)
4	COc1ccc(S(=O)(=O)Cc2ccc(C(=O)N3CCN(C4CCCCC4)CC3)o2)cc1

New compounds follow:
HTRA1 inhibitor	Structure
-20	COc1ccc(-c2cn3c(C)c(C(=O)N4CCc5ccccc5C4)sc3n2)cc1
0	Cc1cc(C)n2c(SCc3nnc(-c4cccs4)o3)nnc2n1
-13	CCCn1c(C(C)Nc2nc(-c3ccc(Cl)c([N+](=O)[O-])c3)cs2)nc2cc(Cl)c(N3CCCCC3)cc21 (stereo not drawn)
-17	O=C(CCCSc1ccc(Cl)cc1)Nc1ccccc1O
2	CC1(C)N=C(c2cccc(F)c2)C(=O)N1
54*	Nc1ccc(N)c(C(=O)O)c1
